RGS8-Gao reg – RGS8-Galphao binding modulators, primary screen, biochemical, multiplexed bead flow cytometry. Guanine nucleotide-binding protein G(o) subunit alpha (Homo sapiens), P09471. actives lie on both sides. response (percent of control binding), % at 10 µM. 0.34% of 220,000 active. AID 1423, 2008; in the data active means response below about 60% or above about 140%; inactive means in between;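 further: Galphao activated as the GDP aluminium fluoride complex binding bead-coupled RGS8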
Target sequence (P09471 whole entry, looked up): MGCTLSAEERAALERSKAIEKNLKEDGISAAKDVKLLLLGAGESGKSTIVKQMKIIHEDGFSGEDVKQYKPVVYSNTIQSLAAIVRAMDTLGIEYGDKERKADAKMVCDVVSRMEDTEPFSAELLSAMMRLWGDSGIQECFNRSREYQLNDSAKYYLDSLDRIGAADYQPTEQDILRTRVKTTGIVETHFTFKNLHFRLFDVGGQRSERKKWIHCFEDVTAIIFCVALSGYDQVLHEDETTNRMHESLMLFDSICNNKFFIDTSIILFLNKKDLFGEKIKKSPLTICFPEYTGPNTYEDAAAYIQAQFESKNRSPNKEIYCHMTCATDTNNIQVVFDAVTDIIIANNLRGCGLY
Mcl1-Noxa inh – Mcl-1/Noxa binding inhibitors, primary screen, biochemical, TR-FRET, 1536-well. Induced myeloid leukemia cell differentiation protein Mcl-1 (Homo sapiens), Q07820. TR-FRET Mcl-1/Noxa peptide binding, 2 h. inhibition, % at 21.7 µM. 1.5% of 220,000 active. AID 1022, 2008;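 active means compounds that cut the protein-peptide binding signal by more than 50% relative to plate controls in a single-dose test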;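 further: His-tagged Mcl-1 with rhodamine Noxa BH3 peptide and terbium anti-His antibody; 0% = Mcl-1 plus Noxa peptide wells and 100% = peptide-only wells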
Bim-Mcl-1 – inhibitors of Bim peptide binding to Mcl-1, primary screen, biochemical, bead-based flow cytometry, multiplex | Bim peptide-Mcl-1 binding | AID 1009, 2008 | 0.1% of 190,000 active | inhibition, % at 10 µM;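 further: 0% = no compound tracer wells and 100% = peptide blocker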
Bfl-1 Bim block – inhibitors of Bim binding to Bfl-1, primary screen, biochemical, multiplexed, bead-based flow cytometry | AID 1008, 2008 | 0.12% of 190,000 active | Bcl-2-related protein A1 (Homo sapiens), Q16548 | Bim-Bfl-1 binding inhibition | inhibition, % at 10 µM;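 further: 0% = wells without compound plus tracer and 100% = blocker peptide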
Bim-Bcl-XL – inhibitors of Bim-Bcl-XL binding, primary screen, biochemical, multiplexed, bead flow cytometry, human Bcl-XL; Bcl-2-like protein 1 (Homo sapiens), Q07817; Bim peptide-Bcl-XL binding, fluorescence; inhibition, % at 10 µM; 0.04% of 190,000 active; AID 1007, 2008
Target sequence (Q07817 whole entry, looked up): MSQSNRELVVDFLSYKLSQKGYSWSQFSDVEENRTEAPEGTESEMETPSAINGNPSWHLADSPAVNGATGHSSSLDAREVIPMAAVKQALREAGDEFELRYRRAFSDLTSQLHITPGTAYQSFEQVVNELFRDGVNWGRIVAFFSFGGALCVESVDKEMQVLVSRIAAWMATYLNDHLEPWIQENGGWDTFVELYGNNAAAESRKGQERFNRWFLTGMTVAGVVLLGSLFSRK
Bcl-2 Bim block – inhibitors of Bim-Bcl-2 binding, primary screen, biochemical, multiplexed, human Bcl-2 family. Apoptosis regulator Bcl-2 (Homo sapiens), P10415. Bead-based flow cytometry, Bim peptide-Bcl-2 binding. inhibition, % at 10 µM. 0.06% of 190,000 active. AID 950, 2007; in the data active means inhibition above about 40%; inconclusive means no clear call, values can overlap the other calls;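 further: 0% = no compound wells with probe peptide and 100% = reference peptide inhibitor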
Target sequence (P10415 whole entry, looked up): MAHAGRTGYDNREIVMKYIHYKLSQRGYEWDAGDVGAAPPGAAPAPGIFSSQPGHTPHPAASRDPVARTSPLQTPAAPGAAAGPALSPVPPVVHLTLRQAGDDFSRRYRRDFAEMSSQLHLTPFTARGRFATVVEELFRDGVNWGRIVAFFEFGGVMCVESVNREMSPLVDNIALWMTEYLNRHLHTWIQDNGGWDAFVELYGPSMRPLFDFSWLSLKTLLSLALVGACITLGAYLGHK
Bcl-B Bim block – inhibitors of Bim-Bcl-B binding, primary screen, biochemical, multiplexed, human Bcl-2 family. 0.073% of 190,000 active. inhibition, % at 10 µM. bead-based flow cytometry, Bim peptide-Bcl-B binding;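 further: 0% = tracer peptide without compound and 100% = reference inhibitor peptide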
Mcl1-Bid inh – Mcl-1/Bid binding inhibitors, primary screen, biochemical, TR-FRET, 1536-well; Induced myeloid leukemia cell differentiation protein Mcl-1 (Homo sapiens), Q07820; inhibition, % at 21.7 µM; AID 1021, 2008; TR-FRET Mcl-1/Bid-Dy647 peptide binding; 0.97% of 220,000 active;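 active means compounds that cut the binding signal by more than half at the single screening dose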;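 further: His-tagged Mcl-1 with europium anti-His antibody binding Bid BH3 peptide; 0% = Mcl-1 plus peptide wells and 100% = peptide-only wells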
RGS4-Gao reg – modulators of RGS4 binding to Galphao, primary screen, biochemical, multiplexed bead flow cytometry | Guanine nucleotide-binding protein G(o) subunit alpha (Homo sapiens), P09471 | 0.33% of 220,000 active | binding response (% of control), % at 10 µM | actives lie on both sides; in the data active means binding response below about 49% or above about 150%; inactive means in between;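 further: fluorescent Galphao activated with aluminum fluoride binding bead-coupled RGS4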
RGS7-Gao reg – RGS7-Galphao binding modulators, primary screen, biochemical, multiplexed bead flow cytometry. Guanine nucleotide-binding protein G(o) subunit alpha (Homo sapiens), P09471. actives lie on both sides. binding response (% of control), % at 10 µM. 0.35% of 220,000 active; in the data active means binding response below about 49% or above about 150%; inconclusive means no clear call, values can overlap the other calls; inactive means in between;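 further: fluorescent Galphao held in activated GDP-AlF4 state binding bead-coupled RGS7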
Bcl-W Bim block – inhibitors of Bim binding to Bcl-W, primary screen, biochemical, multiplexed, bead-based flow cytometry. Bcl-2-like protein 2 (Homo sapiens), Q92843. Bim peptide-Bcl-W binding. inhibition, % at 10 µM. 0.02% of 190,000 active;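 further: 0% = bound tracer without compound and 100% = peptide blocker; higher means less fluorescent Bim peptide bound to Bcl-W beads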
Target sequence (Q92843 whole entry, looked up): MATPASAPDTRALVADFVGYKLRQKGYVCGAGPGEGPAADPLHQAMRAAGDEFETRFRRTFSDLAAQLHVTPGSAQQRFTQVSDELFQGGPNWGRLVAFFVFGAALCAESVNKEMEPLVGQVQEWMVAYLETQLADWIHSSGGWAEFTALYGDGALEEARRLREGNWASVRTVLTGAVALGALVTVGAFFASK
Starred values were filed as active, the others as inactive; u = inconclusive; x = not tested or not shown. Unless noted, no stated cut-off is given here; in the data, active means inhibition above about 40%.

SMILES | RGS8-Gao reg | Mcl1-Noxa inh | Bim-Mcl-1 | Bfl-1 Bim block | Bim-Bcl-XL | Bcl-2 Bim block | Bcl-B Bim block | Mcl1-Bid inh | RGS4-Gao reg | RGS7-Gao reg | Bcl-W Bim block
Cn1c(=O)c2c(nc(CN3CCOCC3)n2CCCc2ccccc2)n(C)c1=O | 92 | 6 | -9 | 0 | -8 | 16 | -8 | -15 | 87 | 86 | -8
CCC(=O)Oc1ccc(C(=O)Nc2cccc(C(=O)c3ccccc3)c2)cc1 | 102 | -27 | -1 | -9 | 0 | -5 | -8 | 3 | 109 | 103 | 0
S=c1[nH]nc(C2CC2c2ccc(Cl)cc2)n1-c1ccc(Cl)cc1 (configuration not stated) | 88 | 10 | -4 | 1 | -2 | 0 | -10 | -4 | 101 | 101 | 0
COc1ccc(NC(=O)c2ccc(S(=O)(=O)N3CCCCCC3)cc2)c(OC)c1 | 90 | -16 | x | x | x | x | x | -25 | 86 | u | x
O=C(CNS(=O)(=O)c1cccs1)N1CCCC1 | 92 | -3 | -1 | -16 | -6 | -5 | -4 | 0 | 89 | 96 | 0
Cc1cc(C)c(S(=O)(=O)ON2C(=O)c3ccccc3C2=O)cc1C | 75 | 72* | 2 | 6 | 5 | -1 | -2 | -17 | 83 | 80 | 1
O=C(Cn1c(=O)sc2ccccc21)OC(CCl)CCl | 102 | 5 | -1 | -2 | -5 | 0 | -8 | 1 | 105 | 102 | -3
COc1ccnc(CSC(N)=Nc2ccccc2C(F)(F)F)c1 | 100 | 4 | -1 | -1 | -6 | -3 | -3 | -46 | 97 | 100 | -1
CC12CCC(C/C1=N\OC(=O)c1c(F)cccc1F)C2(C)C (configuration not stated) | 99 | -1 | x | x | x | x | x | 7 | 96 | u | x
O=C(NCc1ccc2c(c1)OCO2)C1CC(=O)N(c2ccc(F)cc2)C1 (configuration not stated) | 99 | 4 | -2 | -2 | -6 | -5 | -1 | -22 | 100 | 98 | -5
O=C(NCCN1CCCC1)C1CC(=O)N(C2CCCCC2)C1 (configuration not stated) | 100 | 12 | -3 | -12 | 1 | -7 | -4 | -19 | 94 | 91 | 3
Cc1ccc(-c2csc3ncnc(SCC(=O)Nc4nnc(C)s4)c23)cc1 | 101 | 17 | -1 | -8 | -4 | -14 | -11 | 4 | 99 | 99 | -2
Cc1c(/C=N/n2cnnc2)c2ccccc2n1C | 98 | 7 | 1 | -1 | -1 | 0 | 0 | -7 | 93 | 98 | -3
COC(=O)c1cc(NC(=O)CN2CCN(C(C)=O)CC2)cc(C(=O)OC)c1 | 100 | -11 | 0 | -4 | -3 | -1 | -1 | -28 | 106 | u | -1
O=C(CSc1nccc(=O)[nH]1)N1N=C2/C(=C/c3ccco3)CCCC2C1c1ccco1 (configuration not stated) | 97 | 43 | -2 | 5 | -2 | 2 | 0 | -55 | 97 | u | -2
Cc1ccc2c(c1)N(C(=O)CCC(=O)N1CCc3ccccc3C1)CCO2 | 104 | 0 | -3 | -19 | -11 | -13 | -9 | -4 | 102 | 105 | -1
CC(=O)NC1(C(F)(F)F)C(=O)NC(C)=C1C#N (configuration not stated) | 102 | -11 | -4 | -18 | -9 | -13 | -10 | 5 | 100 | 105 | 0
O=C1c2ccccc2NC(c2ccccc2)N1Cc1ccco1 (configuration not stated) | 98 | 11 | -3 | 1 | 0 | 0 | 1 | -13 | 99 | 99 | 2
CCOc1ccc(Nc2nc(N3CCCCC3)nc(N3CCCCC3)n2)cc1 | 102 | -5 | -2 | -8 | 13 | -8 | -11 | 1 | 99 | 99 | -5
Cc1cccc(N(Cc2cc3ccccc3[nH]c2=O)S(=O)(=O)c2ccccc2)c1 | 103 | -260 | -3 | 2 | -3 | 1 | -5 | -18 | 101 | 103 | -4
FC(F)(F)c1cccc(OCc2noc(-c3ccsc3)n2)c1 | 95 | -2 | x | x | x | x | x | 2 | 86 | u | x
COc1ccc(OC)c(S(=O)(=O)N2CCC(C(=O)NCCc3ccccc3)CC2)c1 | 101 | 4 | -2 | -1 | 2 | -2 | 0 | -7 | 101 | 102 | 0
CCOC(=O)COc1ccc(Cl)cc1C1NC(=O)NC(C)=C1C(C)=O (configuration not stated) | 101 | 5 | -2 | -16 | -5 | -5 | -8 | -65 | 98 | 100 | -2
O=C(CN1CCCCCC1)N/N=C/c1cccc(Cl)c1Cl | 90 | 44 | -5 | -9 | -7 | -5 | -7 | 26 | 87 | 88 | -1
O=C1C(=O)N2C(=C1C(=O)N1CCCCCC1)c1ccccc1CC21CCCC1 | 98 | 8 | x | x | x | x | x | -34 | 93 | u | x
COc1ccc(N(CC(=O)N2c3ccccc3CC2C)S(=O)(=O)c2c(C)noc2C)cc1 (configuration not stated) | 99 | x | 0 | -11 | -2 | -12 | -7 | -3 | 95 | 90 | 0
CN1CCc2c(sc(NC(=O)c3cc4cc([N+](=O)[O-])ccc4s3)c2C(N)=O)C1 | 102 | 4 | 1 | -2 | -3 | 0 | 0 | -23 | 101 | 102 | -2
COc1ccc2[nH]cc(C(O)CN3CCN(c4ccccc4)CC3)c2c1 (configuration not stated) | 106 | 0 | -2 | -14 | -5 | -14 | -10 | -32 | 110 | 114 | 0
CC1=C/C(=N\OS(=O)(=O)c2ccccc2)C(C(C)C)=CC1=O | 106 | -2 | -3 | 0 | -7 | -3 | -7 | -81 | 103 | 98 | -6
CCOC(=O)C1=C(C)NC2=C(C(=O)CC(C)(C)C2)C1c1coc2ccccc2c1=O (configuration not stated) | 103 | -1 | -4 | -4 | -6 | -14 | -6 | -18 | 107 | 106 | -4
CC(C)CCn1c(C(C)O)nc2ccccc21 (configuration not stated) | 99 | -10 | 2 | -8 | 0 | -3 | -4 | -20 | 100 | 101 | 1
Fc1ccc(-c2nnsc2Sc2ccccn2)cc1 | 102 | 1 | 0 | -7 | -2 | -5 | -9 | -31 | 101 | u | 0
COC(=O)c1cccc(NC(=S)N2CCN(c3ccccc3F)CC2)c1 | 97 | -13 | -2 | -4 | 0 | -3 | -16 | -13 | 102 | 101 | -1
O=C(CSc1nnc(COc2ccc(Cl)cc2)o1)N1CCN(c2ccccc2)CC1 | 102 | -4 | -3 | -9 | -9 | -6 | -9 | -4 | 100 | 94 | -4
O=C(Nc1ncc(Cc2ccccc2)s1)c1cccs1 | 101 | 17 | -1 | 12 | 1 | 8 | 4 | -9 | 96 | 97 | -3
CCCCC(=O)Nc1ccc(NC(=O)CCCC)nc1 | 102 | 4 | -1 | -11 | -4 | -8 | -6 | -1 | 102 | 104 | 0
CCCN(CCC)CCCNC(=O)C(NS(=O)(=O)c1ccc2c(c1)CCC(=O)N2)c1ccccc1 (configuration not stated) | 97 | 25 | -1 | -4 | -3 | 1 | -5 | -7 | 96 | 96 | -4
NC(=O)C1CCN(C(=O)c2cnn(-c3ccccc3)c2NC(=O)c2ccco2)CC1 | 100 | 5 | -2 | -15 | -5 | -8 | -9 | -19 | 100 | 97 | 0
O=C1CC(N2CCCc3ccccc32)C(=O)N1c1ccccc1Cl (configuration not stated) | 103 | 22 | -4 | -7 | -7 | -7 | -5 | -18 | 104 | 101 | -7
O=S(=O)(Cc1cnc(Cl)s1)c1ccccc1 | 104 | 11 | 2 | 1 | -1 | 1 | 1 | 5 | 107 | 102 | 2
COc1ccc(NC(=O)Nc2ccccn2)cc1OC | 103 | 0 | x | x | x | x | x | -3 | 101 | u | x
Cc1cccc(N2CCN(C(c3cccs3)c3nnnn3C(C)(C)C)CC2)c1C (configuration not stated) | 97 | 8 | -1 | -8 | -2 | -11 | -6 | 0 | 97 | 96 | 0
O=C(CNC(=O)c1ccccc1)N/N=C/c1cccs1 | 102 | 14 | -1 | -7 | 0 | 0 | -3 | -26 | 100 | 102 | -1
COc1ccc2nc(-c3ccc(Cl)cc3)cc(C(=O)O)c2c1 | 103 | 10 | x | x | x | x | x | -4 | 105 | u | x
CC1C(c2ccccc2)=NNc2nc3c(c(=O)n(C)c(=O)n3C)n21 (configuration not stated) | 101 | -6 | x | x | x | x | x | -38 | 101 | u | x
N#C/C(=C\c1ccc(OCC(N)=O)cc1)S(=O)(=O)c1ccccc1 | 106 | 5 | 0 | -6 | 0 | 0 | -3 | -18 | 103 | 101 | 1
COc1ccc(Nc2nc(-c3ccccc3)c3ccccc3n2)cc1 | 100 | 2 | 12 | 13 | 14 | 1 | 15 | 9 | 101 | 100 | 16
CC(C)C(=O)Nc1ccc(NC(=O)c2ccc([N+](=O)[O-])cc2Cl)cc1 | 101 | -4 | -4 | -18 | -8 | -6 | -8 | -7 | 103 | 104 | -5
Cc1nc(-c2nc(-c3c(C(=O)NNC(=O)c4ccc(Cl)cc4)noc3C)cs2)cs1 | 102 | -22 | x | x | x | x | x | -25 | 104 | u | x
Clc1ccccc1C1=CC(c2ccco2)n2ncnc2N1 (configuration not stated) | 99 | 8 | x | x | x | x | x | -65 | 96 | u | x
C=Cc1ccc(CSc2cc(C)nc3nc(C)nn23)cc1 | 100 | 24 | x | x | x | x | x | 5 | 96 | u | x
Cc1ccc(/C=C/C(=O)O)cc1S(=O)(=O)N1CCCc2ccccc21 | 99 | 9 | x | x | x | x | x | -6 | 104 | u | x
CSc1nc2sc3c(c2c(=O)[nH]1)CCc1ccccc1-3 | 102 | 15 | 0 | -12 | -11 | -6 | -8 | -6 | 103 | 96 | -6
CCCCCC1NC(=O)NC1CCCCCC(=O)O (configuration not stated) | 100 | -5 | -1 | -11 | -5 | -6 | -5 | -43 | 102 | 99 | 2
O=C(COc1ccccc1Cl)Nc1ccc(Cl)cn1 | 100 | 13 | -8 | -25 | -14 | -6 | -12 | 0 | 102 | 101 | -5
O=C(c1cnn2c(C(F)F)cc(C3CC3)nc12)N1CCOCC1 | 99 | -14 | -3 | -16 | -6 | -11 | -8 | -10 | 97 | 96 | -1
CCOC(=O)C1=C(O)c2ccccc2C(=O)/C1=C\c1ccc(C)cc1 | 82 | 79* | 2 | 36 | 1 | 12 | 1 | 27 | 90 | 80 | 7

Screening results: PubChem BioAssay, several laboratories
